EBV LMP1 NFkB = EBV LMP1-driven NF-kappaB luciferase reporter inhibitors, primary screen, cell-based, luminescence, single point; LMP1-induced NF-kappaB luciferase reporter cells; inhibition, % at 12.5 µM; hit rate 0.69% among 350,000; in the data active = inhibition above about 41%;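 also: 0% = neutral control wells and 100% = reference inhibitor control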
Vif imaging = HIV Vif self-association inhibitors, primary screen, imaging, HEK293T, single point; hit rate 0.35% among 340,000; AID 602346, 2012; inhibition, % at 7.49 µM; HEK293T cells, Vif self-association by quenched fluorescence, 24 h; in the data active = inhibition above about 50%, passing the limit was not always enough; also: some results filed as inactive read as strong as hits
NR2F2 inh = NR2F2 transcriptional activity inhibitors, primary screen, cell-based, luciferase reporter, HEK293T, luminescence | COUP transcription factor 2 (Homo sapiens), P24468 | HEK293T NGFI-A luciferase reporter | inhibition, % at 8.6 µM | hit rate 0.7% among 370,000 | AID 686940, 2013;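 active = inhibition above a per-plate cutoff, mean inhibition of test wells between control levels plus 3 SD, cut at about 38% in these data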;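 also: cells cotransfected with COUP-TFII expression vector driving the NGFI-A reporter; 0% = median of COUP-TF2 test wells and 100% = reporter-only cells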
Target sequence (P24468 whole entry, looked up): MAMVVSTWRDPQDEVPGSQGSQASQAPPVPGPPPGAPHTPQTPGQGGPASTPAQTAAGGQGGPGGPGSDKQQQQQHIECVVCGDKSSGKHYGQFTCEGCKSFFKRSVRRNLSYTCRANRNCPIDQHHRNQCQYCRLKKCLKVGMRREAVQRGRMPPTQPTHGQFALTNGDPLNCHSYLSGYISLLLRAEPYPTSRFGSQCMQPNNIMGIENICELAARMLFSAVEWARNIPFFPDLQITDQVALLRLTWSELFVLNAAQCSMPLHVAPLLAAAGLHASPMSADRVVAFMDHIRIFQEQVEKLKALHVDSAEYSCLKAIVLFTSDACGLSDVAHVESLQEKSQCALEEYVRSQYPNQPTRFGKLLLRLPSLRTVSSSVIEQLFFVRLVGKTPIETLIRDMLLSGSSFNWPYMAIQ
SRC1 inh = SRC1 coactivator transcriptional activity inhibitors, primary screen, cell-based, luminescence. Nuclear receptor coactivator 1 (Homo sapiens), Q15788. HEK293 GAL4-SRC1 luciferase reporter. inhibition, % at 3.6 µM. hit rate 0.12% among 360,000. AID 588354, 2011;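 active = inhibition above the campaign mean plus 3 SD, with each screening campaign given its own cutoff, cut at about 60% in these data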;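 also: 0% = DMSO treated cells and 100% = gossypol at 36 µM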
TROY NFkB inh = inhibitors of TROY-driven NF-kB signaling, primary screen, Q293 LMP1-TROYcd cells, NF-kB luciferase, uHTS. Q293 LMP1-TROYcd NF-kB luciferase reporter, 4 h. inhibition, % at 10 µM. hit rate 0.98% among 360,000;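 active = compounds whose plate-normalised and pattern-corrected inhibition of the luciferase reporter signal at the single screening dose is 50% or more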
SRC2 inh = inhibition of GAL4-SRC2 driven luciferase reporter, primary screen, SRC2 inhibitor project, cell-based, luminescence; hit rate 0.17% among 370,000; AID 651957, 2012; HEK293 GAL4-SRC2 luciferase reporter; inhibition, % at 9 µM; Nuclear receptor coactivator 2 (Homo sapiens), Q15596;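 active = inhibition above the mean inhibition of all tested compounds plus 3 SD, set per campaign, cut at about 52% in these data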;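 also: 0% = DMSO treated cells and 100% = cells given Gossypol at 36 µM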
TRAIL sens C8 = viability loss with TRAIL in NB7+C8 cells, primary screen, TRAIL sensitizer project, cell-based, ATPlite luminescence. inhibition (viability loss, TRAIL sensitization), % at 10 µM. hit rate 1% among 360,000;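 active = compounds causing at least 50% loss of cell viability in the single-dose screen, relative to plate controls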
SRC3 inh = SRC3 coactivator transcriptional activity inhibitors, primary screen, cell-based, luminescence; Nuclear receptor coactivator 3 (Homo sapiens), Q9Y6Q9; HEK293 GAL4-SRC3 luciferase reporter; inhibition, % at 3.6 µM; hit rate 0.17% among 360,000; AID 588352, 2011;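 active = inhibition above a per-campaign cutoff, the mean of all compounds plus 3 SD, cut at about 60% in these data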;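 also: 0% = DMSO-treated cells and 100% = gossypol-treated cells at 36 µM; higher means less SRC3-driven luciferase light from the GAL4 reporter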
NOD2 RIPK2 PPI = NOD2-RIPK2 binding disruptors in cells, primary screen, fluorescence, CHO cells, BLA complementation. Receptor-interacting serine/threonine-protein kinase 2 (Homo sapiens), O43353. CCF4 ratio. hit rate 0.38% among 360,000. AID 624267, 2012. inhibition, % at 4.98 µM; in the data active = inhibition above about 21%;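 also: 0% = vehicle only and 100% = reference blocker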
TLR9-MyD88 block = inhibitors of TLR9-MyD88 association in cells, primary screen, cell-based, CHO, BLA complementation, fluorescence; inhibition, % at 4.98 µM; hit rate 0.21% among 340,000; AID 504734, 2011; Toll-like receptor 9 (Homo sapiens) + Myeloid differentiation primary response protein …; CCF4 FRET ratio;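 active = inhibition above the mean over all tested compounds plus 3 SD, cut at about 21% in these data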;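 also: 0% = DMSO only wells and 100% = clavulanate BLA inhibitor control wells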
LRH-1 inv ag = LRH-1 (NR5A2) inverse agonists, primary screen, cell-based, luminescence, HEK293T, StAR-luciferase reporter. AID 602396, 2012. hit rate 0.13% among 360,000. inhibition, % at 3.6 µM. LRH-1 transfected, 24 h. Nuclear receptor subfamily 5 group A member 2 (Homo sapiens), O00482;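 active = inhibition above the mean inhibition of all tested compounds plus 3 SD, cut at about 73% in these data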;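 also: 0% = DMSO wells and 100% = reporter-only cells lacking LRH-1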
Target sequence (O00482 whole entry, looked up): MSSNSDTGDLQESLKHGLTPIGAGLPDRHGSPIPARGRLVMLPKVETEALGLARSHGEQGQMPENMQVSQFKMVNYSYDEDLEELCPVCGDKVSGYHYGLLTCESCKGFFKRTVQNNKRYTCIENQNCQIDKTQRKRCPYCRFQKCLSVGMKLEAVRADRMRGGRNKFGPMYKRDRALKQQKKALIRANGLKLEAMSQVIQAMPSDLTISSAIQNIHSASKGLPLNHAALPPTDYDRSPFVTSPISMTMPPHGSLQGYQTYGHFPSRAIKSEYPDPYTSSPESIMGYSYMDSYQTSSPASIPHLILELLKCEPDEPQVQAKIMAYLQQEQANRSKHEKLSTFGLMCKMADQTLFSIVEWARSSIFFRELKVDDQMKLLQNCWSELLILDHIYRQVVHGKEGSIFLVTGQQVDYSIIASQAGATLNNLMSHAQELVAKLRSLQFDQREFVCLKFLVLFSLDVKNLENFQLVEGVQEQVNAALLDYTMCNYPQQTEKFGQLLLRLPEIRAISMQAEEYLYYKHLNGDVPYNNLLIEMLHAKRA
* marks the source's active call; other numbers are inactive results. Not all compounds are listed (hit frequency here may not be typical).

What do the screens show for `COC(=O)Cc1c(C)c2ccc(OC(=O)c3ccco3)cc2oc1=O`?
EBV LMP1 NFkB: 1; Vif imaging: 1; NR2F2 inh: -2; SRC1 inh: 6; SRC2 inh: 13; TRAIL sens C8: 14; SRC3 inh: -1; NOD2 RIPK2 PPI: -6; TLR9-MyD88 block: 10; LRH-1 inv ag: 5

Results for CC(C)CNC(=O)c1cccc2c1-c1ccccc1C2=O ?
EBV LMP1 NFkB: -10; Vif imaging: 2; NR2F2 inh: -8; SRC1 inh: -13; TROY NFkB inh: -9; SRC2 inh: -34; TRAIL sens C8: 7; SRC3 inh: 15; NOD2 RIPK2 PPI: -1; TLR9-MyD88 block: 9; LRH-1 inv ag: -16

Results for CCCOc1ccc(/C=N/NC(=O)CN2CCCCC2)cc1 ?
EBV LMP1 NFkB: -3; Vif imaging: -3; NR2F2 inh: -2; SRC1 inh: -4; TROY NFkB inh: 13; SRC2 inh: -16; TRAIL sens C8: -8; SRC3 inh: 16; NOD2 RIPK2 PPI: -1; TLR9-MyD88 block: 2; LRH-1 inv ag: 7

Results for OCCC1CN(Cc2cc3c(cc2Cl)OCO3)CCN1C1CCCCC1 (stereo not drawn) ?
EBV LMP1 NFkB: 6; Vif imaging: 1; NR2F2 inh: 1; SRC1 inh: 12; TROY NFkB inh: 0; SRC2 inh: 1; TRAIL sens C8: 1; SRC3 inh: 2; NOD2 RIPK2 PPI: 3; TLR9-MyD88 block: -1; LRH-1 inv ag: -16

Results for COc1cc2c(cc1OC)C(c1cccs1)N(C(=S)NC(C)C)CC2 (stereo not drawn) ?
EBV LMP1 NFkB: -75; Vif imaging: 2; NR2F2 inh: -7; SRC1 inh: 10; TROY NFkB inh: 4; SRC2 inh: -18; TRAIL sens C8: 9; SRC3 inh: 14; NOD2 RIPK2 PPI: 3; TLR9-MyD88 block: 5; LRH-1 inv ag: 34

How did COc1cccc(NC(=O)C(Sc2nnnn2C)c2ccccc2)c1 (stereo not drawn) do in these assays?
EBV LMP1 NFkB: 8; Vif imaging: 1; NR2F2 inh: 13; SRC1 inh: 7; TROY NFkB inh: 26; SRC2 inh: 3; TRAIL sens C8: -5; SRC3 inh: 22; NOD2 RIPK2 PPI: -6; TLR9-MyD88 block: -1; LRH-1 inv ag: 3

How did Cc1c(OCc2ccc(C(=O)O)o2)ccc2c3c(c(=O)oc12)CCC3 do in these assays?
EBV LMP1 NFkB: 8; Vif imaging: -7; NR2F2 inh: 3; SRC1 inh: -7; TROY NFkB inh: -37; SRC2 inh: 7; TRAIL sens C8: 0; SRC3 inh: 2; NOD2 RIPK2 PPI: -2; TLR9-MyD88 block: 5; LRH-1 inv ag: -6

Results for CC(NC(=O)c1ccccc1Cl)C(=O)O (stereo not drawn) ?
EBV LMP1 NFkB: 3; Vif imaging: 10; NR2F2 inh: 17; SRC1 inh: 11; TROY NFkB inh: -10; SRC2 inh: 17; TRAIL sens C8: -26; SRC3 inh: 14; NOD2 RIPK2 PPI: -10; TLR9-MyD88 block: 2; LRH-1 inv ag: 17

What do the screens show for `Nc1ccccc1C(=O)NC12CC3CC(CC(C3)C1)C2`?
EBV LMP1 NFkB: -1; Vif imaging: 6; NR2F2 inh: 10; SRC1 inh: -12; TROY NFkB inh: 6; SRC2 inh: -14; TRAIL sens C8: 3; SRC3 inh: 1; NOD2 RIPK2 PPI: -2; TLR9-MyD88 block: 0; LRH-1 inv ag: 4

Results for COc1ccc(NC(=O)C(c2ccccc2)N(C)C(=O)c2cnccn2)cc1 (stereo not drawn) ?
EBV LMP1 NFkB: 1; Vif imaging: 0; NR2F2 inh: -12; SRC1 inh: 1; TROY NFkB inh: -67; SRC2 inh: 1; TRAIL sens C8: 1; SRC3 inh: -22; NOD2 RIPK2 PPI: 0; TLR9-MyD88 block: -5; LRH-1 inv ag: 5

What do the screens show for `NC(=O)c1cc(Cc2ccccc2)sc1NC(=O)c1ccco1`?
EBV LMP1 NFkB: -37; Vif imaging: -2; NR2F2 inh: -34; SRC1 inh: -126; TROY NFkB inh: -62; SRC2 inh: -67; TRAIL sens C8: -7; SRC3 inh: -73; NOD2 RIPK2 PPI: -1; TLR9-MyD88 block: -4; LRH-1 inv ag: -105

How did Cc1ccc(S(=O)(=O)N2CCC(C(=O)OC(C)C(=O)NC3CCCCC3C)CC2)cc1 (stereo not drawn) do in these assays?
EBV LMP1 NFkB: -1; Vif imaging: -4; NR2F2 inh: 3; SRC1 inh: -6; TROY NFkB inh: 7; SRC2 inh: 19; TRAIL sens C8: 5; SRC3 inh: 3; NOD2 RIPK2 PPI: -6; TLR9-MyD88 block: -8; LRH-1 inv ag: 9

Results for Cc1cc(NC(=S)N(CCN2CCOCC2)Cc2ccccc2F)ccc1Cl ?
EBV LMP1 NFkB: 14; Vif imaging: -5; NR2F2 inh: 11; SRC1 inh: 5; TROY NFkB inh: 1; SRC2 inh: 10; TRAIL sens C8: -3; SRC3 inh: 7; NOD2 RIPK2 PPI: 0; TLR9-MyD88 block: 6; LRH-1 inv ag: -1

What do the screens show for `COc1cc(C(=O)NCCc2nc3ccccc3n2C)cc(OC)c1OC`?
EBV LMP1 NFkB: 2; Vif imaging: 3; NR2F2 inh: -11; SRC1 inh: 9; TROY NFkB inh: -13; SRC2 inh: -20; TRAIL sens C8: 3; SRC3 inh: 2; NOD2 RIPK2 PPI: -6; TLR9-MyD88 block: -12; LRH-1 inv ag: 8

Results for O=C(Nc1ccccc1C(F)(F)F)c1ccc2nccnc2c1 ?
EBV LMP1 NFkB: -4; Vif imaging: 3; NR2F2 inh: 0; SRC1 inh: 12; TROY NFkB inh: 12; SRC2 inh: 0; TRAIL sens C8: -1; SRC3 inh: 6; NOD2 RIPK2 PPI: -1; TLR9-MyD88 block: -11; LRH-1 inv ag: -20

How did COc1ccc(/C=N/NS(=O)(=O)c2ccc(C)cc2)cc1OC(=O)c1ccccc1 do in these assays?
EBV LMP1 NFkB: -7; Vif imaging: 11; NR2F2 inh: 8; SRC1 inh: -3; TROY NFkB inh: 2; SRC2 inh: 11; TRAIL sens C8: -11; SRC3 inh: 14; NOD2 RIPK2 PPI: 6; TLR9-MyD88 block: 5; LRH-1 inv ag: -6

How did Cc1cc(C)n(S(=O)(=O)/C=C/c2ccccc2)n1 do in these assays?
EBV LMP1 NFkB: -27; Vif imaging: -4; NR2F2 inh: -24; SRC1 inh: -31; TROY NFkB inh: 3; SRC2 inh: 24; TRAIL sens C8: -6; SRC3 inh: -7; NOD2 RIPK2 PPI: 2; TLR9-MyD88 block: 6; LRH-1 inv ag: -33

What do the screens show for `O=C(c1cccc(C(F)(F)F)c1)C1CCCN(C(=O)CCCn2cncn2)C1` (stereo not drawn)?
EBV LMP1 NFkB: -3; Vif imaging: -1; NR2F2 inh: -12; SRC1 inh: -2; TROY NFkB inh: -19; SRC2 inh: 6; TRAIL sens C8: 2; SRC3 inh: -4; NOD2 RIPK2 PPI: 0; TLR9-MyD88 block: 4; LRH-1 inv ag: -11

How did CCc1ccc(C(=O)CSc2nc3ccccc3c(=O)[nH]2)cc1 do in these assays?
EBV LMP1 NFkB: -12; Vif imaging: -2; NR2F2 inh: -12; SRC1 inh: 8; TROY NFkB inh: -17; SRC2 inh: -24; TRAIL sens C8: -5; SRC3 inh: -6; NOD2 RIPK2 PPI: 4; TLR9-MyD88 block: -5; LRH-1 inv ag: -10

How did OC1CC2CCC(C1)N2CCCN1c2ccccc2Sc2ccc(Cl)cc21 (stereo not drawn) do in these assays?
EBV LMP1 NFkB: -11; Vif imaging: 24; NR2F2 inh: 1; SRC1 inh: -3; TROY NFkB inh: -6; SRC2 inh: -5; TRAIL sens C8: 5; SRC3 inh: 5; NOD2 RIPK2 PPI: -5; TLR9-MyD88 block: 4; LRH-1 inv ag: -22

2 records drawn at random from the list so far:
How did COc1ccc(/C=N/NS(=O)(=O)c2ccc(C)cc2)cc1OC(=O)c1ccccc1 do in these assays?
EBV LMP1 NFkB: -7; Vif imaging: 11; NR2F2 inh: 8; SRC1 inh: -3; TROY NFkB inh: 2; SRC2 inh: 11; TRAIL sens C8: -11; SRC3 inh: 14; NOD2 RIPK2 PPI: 6; TLR9-MyD88 block: 5; LRH-1 inv ag: -6

Results for OCCC1CN(Cc2cc3c(cc2Cl)OCO3)CCN1C1CCCCC1 (stereo not drawn) ?
EBV LMP1 NFkB: 6; Vif imaging: 1; NR2F2 inh: 1; SRC1 inh: 12; TROY NFkB inh: 0; SRC2 inh: 1; TRAIL sens C8: 1; SRC3 inh: 2; NOD2 RIPK2 PPI: 3; TLR9-MyD88 block: -1; LRH-1 inv ag: -16

Additional records
What do the screens show for `CCOc1ccc(-n2cc(C(=O)N3CCCCCC3)c3cc(OC)c(OC)cc3c2=O)cc1`?
EBV LMP1 NFkB: -2; Vif imaging: 1; NR2F2 inh: 5; SRC1 inh: -4; TROY NFkB inh: 14; SRC2 inh: -28; TRAIL sens C8: 8; SRC3 inh: 5; NOD2 RIPK2 PPI: 3; TLR9-MyD88 block: -23; LRH-1 inv ag: -2

What do the screens show for `CCOc1ccccc1NC(=O)C1CCC(CNc2c(N3CCCCC3)c(=O)c2=O)CC1` (stereo not drawn)?
EBV LMP1 NFkB: -2; Vif imaging: -1; NR2F2 inh: 14; SRC1 inh: 1; TROY NFkB inh: 7; SRC2 inh: -25; TRAIL sens C8: 18; SRC3 inh: 2; NOD2 RIPK2 PPI: -6; TLR9-MyD88 block: -6; LRH-1 inv ag: -2

What do the screens show for `COc1ccc(S(=O)(=O)NCC2CCCO2)c(Cl)c1Cl` (stereo not drawn)?
EBV LMP1 NFkB: 3; Vif imaging: 3; NR2F2 inh: 16; SRC1 inh: -10; TROY NFkB inh: 1; SRC2 inh: 8; TRAIL sens C8: -1; SRC3 inh: -7; NOD2 RIPK2 PPI: 0; TLR9-MyD88 block: -6; LRH-1 inv ag: 0

How did CC(NC(=O)c1cc(COc2ccc3ncccc3c2)on1)c1ccc(F)cc1 (stereo not drawn) do in these assays?
EBV LMP1 NFkB: 10; NR2F2 inh: 69*; SRC1 inh: 10; TROY NFkB inh: 35; SRC2 inh: 21; TRAIL sens C8: 30; SRC3 inh: 28; NOD2 RIPK2 PPI: 5; TLR9-MyD88 block: -5; LRH-1 inv ag: 40

How did S=C(NCC1CCCO1)Nc1cccc(Cl)c1 (stereo not drawn) do in these assays?
EBV LMP1 NFkB: 10; Vif imaging: 3; NR2F2 inh: 7; SRC1 inh: -1; TROY NFkB inh: -11; SRC2 inh: 9; TRAIL sens C8: -6; SRC3 inh: 9; NOD2 RIPK2 PPI: -9; TLR9-MyD88 block: 3; LRH-1 inv ag: -23

Source: PubChem
